Screening data deposited in PubChem BioAssay by National Center for Advancing Translational Sciences (NCATS).
IL2 activator = qHTS of IL-2 Activators | IL-2 activation reporter assay, cell-based qHTS; stimulated with anti-CD3/CD4/CD28 beads; in transgenic mouse T cells | activation, % (series mostly up to about 46 µM) | 360,000 compounds, 0.065% hits | AID 652025, 2013; in the data active means activation above about 50%; inconclusive means mostly about 30% to 49%; further: 0% is about no effect
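Using fluorescent plate cytometry, EGFP and DsRed are detected in transgenic mouse T cells stimulated 18 h at 37 degrees C with antibody-coated beads after 60 min compound pretreatment.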
EPAC1 antag = qHTS for Antagonist of cAMP-regulated guanine nucleotide exchange factor 3 (EPAC1): primary screen; Rap guanine nucleotide exchange factor 3 (Homo sapiens), O95398; EPAC1 GEF assay, Rap1b-BODIPY-GDP exchange fluorescence; Potency, µM (doses to about 115 µM), without a hit: top-dose activity change, negative = inhibition, hits mostly inhibitors; 360,000 compounds, 0.14% hits;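 further: potency means the concentration at half of the fitted maximal effect; plate controls were vehicle for no effect and positive control for full effect; nearly all actives have a fitted effect of over 50% in size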
PI5P4Ka inh = qHTS for Inhibitors of phosphatidylinositol 5-phosphate 4-kinase (PI5P4K); PI5P4Kalpha enzyme, ADP-Glo luminescence, 60 min; stronger effect = lower value; max response, %; 330,000 compounds, 1.2% hits; AID 652105, 2013; active means max response of -50% or lower; inconclusive means between -30% and -50%; inactive means -30% or higher; further: value at the top dose of about 77 µM; on the % scale 0 is the no-effect control and ±100 the full control effect
Target sequence (P48426 whole entry, looked up): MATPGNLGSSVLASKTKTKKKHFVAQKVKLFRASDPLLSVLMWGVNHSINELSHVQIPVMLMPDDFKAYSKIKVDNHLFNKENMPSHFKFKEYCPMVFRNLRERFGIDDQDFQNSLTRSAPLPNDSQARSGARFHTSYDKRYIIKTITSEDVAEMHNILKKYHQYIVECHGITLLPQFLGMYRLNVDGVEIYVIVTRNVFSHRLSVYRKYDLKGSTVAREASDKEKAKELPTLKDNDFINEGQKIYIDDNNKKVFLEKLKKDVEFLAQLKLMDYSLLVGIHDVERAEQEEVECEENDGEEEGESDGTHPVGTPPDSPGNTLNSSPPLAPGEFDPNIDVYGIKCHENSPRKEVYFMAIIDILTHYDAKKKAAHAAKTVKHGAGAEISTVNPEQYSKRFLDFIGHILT
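Luminescence from ADP-Glo served as readout of PI5P4Kalpha activity in a qHTS format. Reaction: enzyme, substrate, compound, ATP at 5 microM final, 60 min at RT.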
PLK1 PBD inh = qHTS for Inhibitors of PLK1-PDB (polo-like kinase 1 - polo-box domain): Primary Screen. Potency, µM, for inactives: max response, negative = inhibition, actives largely listed as inhibitors. AID 720504, 2013. Serine/threonine-protein kinase PLK1 (Homo sapiens), P53350. Plk1 PBD binding of FITC phosphopeptide, fluorescence polarization. 360,000 compounds, 2.8% hits; further: potency means the concentration at half of the fitted maximal effect; series mostly up to about 57 µM; on the % scale 0 is the no-effect control and ±100 the full control effect; nearly all actives have a fitted effect of over 65% in size
Target sequence (P53350 whole entry, looked up, the tested form may be a part): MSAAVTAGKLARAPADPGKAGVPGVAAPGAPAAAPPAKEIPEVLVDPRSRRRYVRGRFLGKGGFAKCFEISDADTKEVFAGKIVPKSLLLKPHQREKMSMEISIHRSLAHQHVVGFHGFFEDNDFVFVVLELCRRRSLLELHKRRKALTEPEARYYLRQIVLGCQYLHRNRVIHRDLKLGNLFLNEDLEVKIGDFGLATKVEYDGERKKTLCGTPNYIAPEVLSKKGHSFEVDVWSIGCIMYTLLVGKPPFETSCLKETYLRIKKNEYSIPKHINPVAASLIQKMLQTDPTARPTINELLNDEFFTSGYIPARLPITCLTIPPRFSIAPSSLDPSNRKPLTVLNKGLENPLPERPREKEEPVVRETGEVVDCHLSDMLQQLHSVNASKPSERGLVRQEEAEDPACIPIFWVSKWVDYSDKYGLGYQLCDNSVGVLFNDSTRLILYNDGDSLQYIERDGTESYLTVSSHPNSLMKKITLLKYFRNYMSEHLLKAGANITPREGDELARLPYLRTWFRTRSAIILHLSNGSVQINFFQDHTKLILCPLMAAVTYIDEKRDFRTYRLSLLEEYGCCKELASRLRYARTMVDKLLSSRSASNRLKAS
WRN helicase inh = qHTS for Inhibitors of WRN Helicase | WRN helicase unwinding, fluorescent forked duplex, kinetic | Potency, µM (titrated, usually from 114 µM), for the others: top-dose activity change, negative = inhibition, actives largely listed as inhibitors | 360,000 compounds, 0.46% hits | AID 651768, 2012; further: potency means the concentration at half of the fitted maximal effect; on the % scale 0 is the no-effect control and ±100 the full control effect; nearly all actives have a fitted effect of over 55% in size
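Kinetic red-fluorescence monitoring (525/598 nm) tracks WRN helicase activity after 100 nM fluorophore-quencher forked duplex and 2 mM ATP are added to 20 nM enzyme pretreated 15 min at room temperature with compound.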
CCT chaperon mod = High-Throughput Screening for Modulators of Cytosolic Chaperonin Activity; purified chaperonin ATPase assay, HTRF ADP detection, 30 min; activity change, % (concentration not given with the values), hits read low; 360,000 compounds, 0.3% hits; AID 651819, 2012; in the data active means activity change below about -30%; further: on the % scale 0 is the no-effect control and ±100 the full control effect
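We incubate TRiC, 40 or 20 nM final, with library compounds at 76 uM and 10 uM ATP for 30 min at 37 °C. ADP formed is detected with Transcreener HTRF reagents after 30 min at room temperature.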
EPAC2 ag = qHTS for Agonist of cAMP-regulated guanine nucleotide exchange factor 4 (EPAC2): primary screen. Rap guanine nucleotide exchange factor 4 (Homo sapiens), Q8WZA2. EPAC2 activation, biochemical qHTS; response scale: 100% = 6.5 mM cAMP response. Potency, µM (top dose mostly 154 µM), without a hit: at the top dose activation, most hits filed as activators. 360,000 compounds, 0.079% hits. AID 720711, 2013; further: potency means the concentration at half of the fitted maximal effect; nearly all actives have a fitted effect of over 50% in size
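Exchange assay: 100 nM EPAC2 with 250 nM Rap1B-BODIPY-GDP and 50 uM GDP. Fluorescence (ex 480/em 540 nm) read every 5 min for 30 min at room temperature. Data normalized to 6.5 mM cAMP as agonist control.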
EPAC1 agonist = qHTS for Agonist of cAMP-regulated guanine nucleotide exchange factor 3 (EPAC1): primary screen | Rap guanine nucleotide exchange factor 3 (Homo sapiens), O95398 | EPAC1 agonist qHTS, biochemical assay; response scale: 100% = response to 6.5 mM cAMP | Potency, µM (highest dose often 154 µM), inactives show at the top dose activation, usual class: activators | 360,000 compounds, 0.073% hits; further: potency means the concentration at half of the fitted maximal effect; nearly all actives have a fitted effect of over 60% in size
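Compounds were pinned as a concentration titration into mixtures of EPAC1 (100 nM), BODIPY-GDP-loaded Rap1B (250 nM) and GDP (50 uM). After 5 min at room temperature, fluorescence was followed for 30 min; activity was scaled to 6.5 mM cAMP.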
Active calls of the source: *; u = inconclusive; x = no result given; [ ] = remark or other dose. Unless noted, the call rests on the fitted dose curve; in most records, active means well fitted curve in the direction sought with a large enough effect; inconclusive means small, poorly fitted or top-dose-only effect, or another doubt; inactive means no such curve, though single readings can be large; an effect the other way counts as inactive or inconclusive.

structure | EPAC2 ag | EPAC1 antag | EPAC1 agonist | IL2 activator | CCT chaperon mod | PI5P4Ka inh | PLK1 PBD inh | WRN helicase inh
O=C1N[C@@H](Cc2c[nH]c3ccccc23)COC(=O)[C@@H](Cc2ccc(F)cc2)C/C=C\C[C@H]1CC(=O)N(CCO)Cc1ccccc1 | 12% | u | 10% | -4.7 | 1.7 | 0 | -6% | -3%
COc1ccccc1CCNC(=O)c1cccc(S(=O)(=O)NCc2ccccc2)c1 | 15% | -8% | 9% | -2.9 | -0.2 | -4 | -3% | -2%
O=C(C1CC1)N1CCc2cc(Br)cc(S(=O)(=O)NCCCN3CCCC3)c21 | 9% | 9% | 9% | -2.8 | -1.8 | x | -10% | 0%
COc1ccc(NC(=O)CSc2c(C)n[nH]c2C)cc1 | 12% | 2% | 0% | -2.5 | -1.8 | x | u | -1%
COc1ccc(CC(=O)Nc2ccccc2-c2ccccc2)cc1OC | 5% | -2% | -10% | -4.2 | -1.6 | -2 | -7% | 6%
O=C(CN(Cc1ccccc1)C(=O)CCC(=O)Nc1nccs1)NCC1CCCO1 (centres undefined) | 11% | -15% | -2% | -4.6 | -1.9 | -11 | -14% | 4%
CCN(CC)CCCNC(=O)c1cc2nc3c(c(C(F)(F)F)n2n1)CCc1ccccc1-3 | 6% | -17% | 3% | -0.7 | -1.6 | 0 | -9% | -14%
CC(C)(C)NC(=O)C(c1cccc2ccccc12)n1c(=O)c(-c2ccccc2)nc2ccccc21 (centres undefined) | 18% | -6% | 4% | 0.0 | x | 3 | -13% | -1%

Just PLK1 PBD inh, for some of the entries so far:
Structure	PLK1 PBD inh
O=C(CN(Cc1ccccc1)C(=O)CCC(=O)Nc1nccs1)NCC1CCCO1 (centres undefined)	-14%
CCN(CC)CCCNC(=O)c1cc2nc3c(c(C(F)(F)F)n2n1)CCc1ccccc1-3	-9%
CC(C)(C)NC(=O)C(c1cccc2ccccc12)n1c(=O)c(-c2ccccc2)nc2ccccc21 (centres undefined)	-13%

Later entries.
structure | EPAC2 ag | EPAC1 antag | EPAC1 agonist | IL2 activator | CCT chaperon mod | PI5P4Ka inh | PLK1 PBD inh | WRN helicase inh
COc1ccc(NC2CCCN(C(=O)c3ccc(OC)o3)C2)cc1 (centres undefined) | 6% | 12% | 12% | -2.7 | 1.7 | 2 | -8% | 0%
Cc1cc(C)c(C)c(S(=O)(=O)N2C(=S)NC(=O)C2C(C)C)c1C (centres undefined) | -7% | 5% | 0% | -0.3 | 0.5 | u | 27µM* | 0%
COCCn1c(-c2ccc(Cl)cc2)cnc1SCC(=O)NCCc1ccc(OC)c(OC)c1 | -2% | 6% | 4% | -3.3 | 0.0 | 0 | 0% | 0%
COC(=O)Cn1cc(/C=C(/C#N)C(=O)N2CCOCC2)c2ccccc21 | -1% | -2% | 0% | -4.3 | -2.8 | 2 | -6% | -7%
O=C(/C=C/c1ccc2c(c1)OCO2)NCCS(=O)(=O)N1CCN(c2ccc(F)cc2)CC1 | -9% | 1% | 1% | -4.3 | -2.6 | 2 | -4% | 8%
CN(c1ccccc1C(=O)Nc1ccc(S(=O)(=O)N2CCOCC2)cc1)S(=O)(=O)c1ccccc1 | -2% | -7% | 13% | 0.0 | 0.1 | -6 | -3% | -15%
Cn1nc(CC(=O)Nc2ncc(Br)s2)c2ccccc2c1=O | -6% | 3% | 4% | -0.8 | -2.9 | 1 | 0% | -3%
O=C(CCn1cnnn1)Nc1ccccc1F | 8% | 5% | 0% | 1.3 | -2.3 | 2 | 1% | -1%
COC(=O)c1ccc(OS(=O)(=O)c2ccc(NC(C)=O)cc2)cc1 | 6% | -3% | 3% | -0.4 | -1.4 | -5 | 1% | 0%
CN(C)S(=O)(=O)c1ccc(Cl)c(NC(=O)CN2C(=O)NC3(CCc4ccccc43)C2=O)c1 (centres undefined) | 8% | 21% | -1% | -0.2 | -0.9 | -6 | -6% | 2%
O=C(O)Cc1ccc(NC(=O)Nc2ccc3c(c2)OCO3)cc1 | 12% | -2% | 2% | -1.0 | -4.5 | 6 | -18% | 7%
O=C(NCCc1ccccc1)c1nccc2ccccc12 | 6% | -17% | 9% | 1.0 | -1.5 | 2 | -10% | 1%
CN(c1ccccc1)S(=O)(=O)c1cccc(NC(=O)c2ccc(=O)[nH]c2)c1 | -1% | 0% | 9% | -0.7 | 1.4 | 1 | 5% | -1%
O=C1[C@H]2CCCC[C@H]2C(=O)N1CCCCN1CCN(c2nsc3ccccc23)CC1 | -3% | 3% | -27% | -0.5 | -0.1 | -9 | -4% | 5%
COc1ccc(NS(=O)(=O)c2ccc3c(c2)[C@H]2C=CC[C@H]2[C@@H](c2ccc(C(=O)O)cc2)N3)cc1 | -6% | u | 5% | -0.9 | 0.2 | -65* | 21µM* | 40µM*
CC(=O)c1cc2c(cc1NC(=O)CCc1ccccc1)OCO2 | 8% | 0% | 0% | 1.5 | 0.4 | 3 | -1% | -7%
CCCCn1c(=O)[nH]c(=O)c2c1nc(-c1cc3c(cc1Br)OCO3)n2C | 10% | -8% | -13% | 1.4 | -16 | 12 | -16% | -2%[57.1 µM]
COc1ccc(OC(=O)C(C)N2C(=O)c3ccccc3C2=O)cc1 (centres undefined) | 9% | -8% | 4% | -0.5 | -0.5 | -1 | -8% | -3%
O=C(Nc1cc([N+](=O)[O-])ccc1C(=O)Nc1cccnc1)c1ccccc1 | -4% | u | -10% | -0.8 | -1.9 | -5 | -2% | -29%
O=C(CS(=O)(=O)c1ccc(F)cc1)NCCS(=O)(=O)c1ccccc1 | -1% | 13% | -10% | 0.9 | -0.4 | 3 | -7% | 3%
COC(=O)c1cc(COC(=O)c2cccnc2SC)oc1C | 6% | -3% | 12% | 9.4 | 2.6 | 1 | -5% | 1%
CC(=O)c1cccc(S(=O)(=O)NC(C)C2CC3CCC2C3)c1 (centres undefined) | 14% | u | -4% | -2.3 | -3.9 | u | u | u
CN1CCCC(C)(C(=O)Nc2ccc(-n3cccc3)cc2)C1 (centres undefined) | 2% | 1% | -9% | 0.5 | 1.1 | -1 | 4% | 3%
CCN(CC)S(=O)(=O)c1csc(C(=O)NCc2ccccc2)c1 | 10% | -17% | 2% | -2.0 | -3.2 | x | -6% | 0%

The final two compounds of the part before come first, to join the parts.
structure | EPAC2 ag | EPAC1 antag | EPAC1 agonist | IL2 activator | CCT chaperon mod | PI5P4Ka inh | PLK1 PBD inh | WRN helicase inh
CN1CCCC(C)(C(=O)Nc2ccc(-n3cccc3)cc2)C1 (centres undefined) | 2% | 1% | -9% | 0.5 | 1.1 | -1 | 4% | 3%
CCN(CC)S(=O)(=O)c1csc(C(=O)NCc2ccccc2)c1 | 10% | -17% | 2% | -2.0 | -3.2 | x | -6% | 0%
Cc1nc2ncnn2c(C)c1CCC(=O)N1CCN(C(=O)c2ccco2)CC1 | -8% | -11% | 0% | -0.9 | -3.0 | -13 | 0% | -2%
C1CC1C(=NN=C(C1CC1)C1CC1)C1CC1 | 9% | 3% | -5% | -0.4 | 0.8 | -1 | -2% | 4%
Cc1c(/C=C/C(=O)c2ccccc2O)cnn1C | 0% | 4% | -4% | -1.4 | -0.2 | 17 | -7% | 2%
Cc1nc2c(N)nn(C)c2nc1C | 9% | -7% | 4% | -1.7 | 0.0 | 2 | -4% | -6%
CN1CCN(c2ccc(NC(=S)NC(=O)c3cccc4c(Br)cccc34)cc2)CC1 | -7% | 8% | -2% | -3.6 | 1.2 | -1 | -1% | 2%
CCC(C)NC(=O)c1ccc(NC(=O)CC2SC(N3CCCC3)=NC2=O)cc1 (centres undefined) | 11% | 0% | 11% | -0.1 | -0.6 | 4 | -3% | 6%
CC[C@H](C)[C@H](NC(=O)c1ccc(Cl)cc1)C(=O)OCC(=O)c1ccc2c(c1)NC(=O)CO2 | -5% | 0% | 6% | -0.9 | 0.7 | -1 | 0% | 8%
Cc1ccc(C)c(NC(=O)CSc2nnc(-c3ccco3)o2)c1 | 0% | -15% | 3% | -0.7 | 2.1 | 8 | -10% | 3%
CCOc1ccccc1-n1nnnc1SCC(=O)NC(=O)Nc1ccc2c(c1)OCCO2 | -2% | -11% | 7% | -0.7 | -3.8 | 3 | -9% | -7%
Cc1onc(-c2ccc(Cl)cc2Cl)c1-c1csc(N/N=C/c2ccccc2Cl)n1 | -3% | 22% | 8% | -0.4 | 0.5 | 4 | -7% | -4%
Cc1ccc(CNS(=O)(=O)c2ccc3c(c2)C(C)(C)C(=O)N3C)cc1 | 8% | 0% | 10% | 1.4 | -1.8 | 0 | -4% | -11%
COc1ccc(S(=O)(=O)NCCc2ccccc2)c2cccnc12 | 10% | 9% | 0% | 1.0 | 1.1 | -2 | u | 2%
Cc1ccc(CSc2[nH]c(=O)ncc2C)cc1 | 16% | -2% | 7% | 0.6 | -3.5 | 3 | -15% | 5%

Entries above containing bromine (4):
structure | EPAC2 ag | EPAC1 antag | EPAC1 agonist | IL2 activator | CCT chaperon mod | PI5P4Ka inh | PLK1 PBD inh | WRN helicase inh
O=C(C1CC1)N1CCc2cc(Br)cc(S(=O)(=O)NCCCN3CCCC3)c21 | 9% | 9% | 9% | -2.8 | -1.8 | x | -10% | 0%
Cn1nc(CC(=O)Nc2ncc(Br)s2)c2ccccc2c1=O | -6% | 3% | 4% | -0.8 | -2.9 | 1 | 0% | -3%
CCCCn1c(=O)[nH]c(=O)c2c1nc(-c1cc3c(cc1Br)OCO3)n2C | 10% | -8% | -13% | 1.4 | -16 | 12 | -16% | -2%[57.1 µM]
CN1CCN(c2ccc(NC(=S)NC(=O)c3cccc4c(Br)cccc34)cc2)CC1 | -7% | 8% | -2% | -3.6 | 1.2 | -1 | -1% | 2%

The list is partial, so the mix of outcomes need not match the whole.
